Screening data as filed in PubChem BioAssay.
RAD54 branch: inhibitors of human RAD54 branch migration | Q92698 | RAD54 Holliday junction branch migration, FAM/BHQ fluorescence | inhibition, % at 10.4 µM | 0.14% of 360,000 active;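 active = mean normalized replicate activity at least 40 and at least half of replicates scoring 40 or more; inconclusive = only one of the two criteria met; inactive = mean below 40 and under half of replicates reaching 40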;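 note: 0% = median of neutral control wells and 100% = median of positive control wells; inhibitors cause a drop in the FAM fluorescence signal; in these data hits start at about 50%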
Target sequence (Q92698 whole entry, looked up): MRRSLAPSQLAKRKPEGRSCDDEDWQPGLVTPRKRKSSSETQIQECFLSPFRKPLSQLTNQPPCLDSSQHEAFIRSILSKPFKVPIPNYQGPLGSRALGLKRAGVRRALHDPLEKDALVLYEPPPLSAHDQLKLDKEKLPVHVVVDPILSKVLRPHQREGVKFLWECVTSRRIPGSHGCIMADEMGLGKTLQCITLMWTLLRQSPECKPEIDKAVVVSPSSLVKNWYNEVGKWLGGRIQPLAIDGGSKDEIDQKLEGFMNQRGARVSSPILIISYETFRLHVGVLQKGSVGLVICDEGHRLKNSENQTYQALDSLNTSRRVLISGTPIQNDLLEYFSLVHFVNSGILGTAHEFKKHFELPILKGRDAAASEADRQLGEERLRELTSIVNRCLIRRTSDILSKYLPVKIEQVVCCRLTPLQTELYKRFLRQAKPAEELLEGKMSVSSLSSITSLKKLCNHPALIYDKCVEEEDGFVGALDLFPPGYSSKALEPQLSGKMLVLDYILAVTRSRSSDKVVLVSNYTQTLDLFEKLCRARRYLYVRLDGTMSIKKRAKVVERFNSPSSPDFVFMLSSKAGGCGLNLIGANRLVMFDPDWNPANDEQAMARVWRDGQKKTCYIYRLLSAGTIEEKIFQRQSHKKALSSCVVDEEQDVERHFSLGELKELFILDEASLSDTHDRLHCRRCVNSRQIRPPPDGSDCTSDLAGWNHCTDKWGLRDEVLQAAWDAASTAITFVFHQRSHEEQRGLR
ARNT-TACC3 inh: disrupts binding between human ARNT and TACC3 | AID 623870 | 0.66% of 390,000 active | Q9Y6A5 | inhibition, % at 9.99 µM | AlphaScreen His-ARNT PAS-B/GST-TACC3 binding, luminescence; TACC3 fragment carries E629A point mutation;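 active = mean inhibition of replicates at least 50% and at least half of replicates each reaching 50%; inconclusive = half or more replicates reach 50% but mean below 50%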;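 note: 0% = complete ARNT plus TACC3 wells and 100% = ARNT alone without TACC3; many hits fall short of the cut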
E-selectin induc: E-selectin induction on HUVECs; P16581; HUVEC E-selectin immunofluorescence imaging; normalized: neutral wells 0, TNF-alpha wells 100; activation, % at 7.58 µM; 0.37% of 260,000 active;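 active = mean E-selectin-positive cell signal at least 10% of the positive control, reached in at least 60% of replicates, without over 20% cell loss; inconclusive = no rule given, readout overlaps actives, possibly toxicity-flagged; inactive = the rest, including those meeting only one limit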;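 note: in these data hits start at about 27%; measured in HUVEC primary endothelial cells; signal is the percent of cells scored E-selectin positive by PE staining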
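Material: HUVEC primary endothelial cells; Amount: 3,000 cells per well; Dosing: single concentration; Medium: EGM-2 growth medium on 0.1% gelatin-coated wells; Read-out basis: percent E-selectin-positive cells; Signal: immunofluorescence imaging; Control set: TNF-alpha, DMSO.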
RAD52 anneal inh: blocks human RAD52 DNA annealing | P43351 | recombinant RAD52 DNA annealing, FRET fluorescence | inhibition, % at 18.7 µM | 0.46% of 360,000 active;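 active = every replicate showing at least 50% inhibition; inconclusive = mean inhibition at least 50% but not in every replicate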
CASP6 VEID inh: caspase-6 (human) enzyme inhibition. inhibition, % at 12.5 µM. 0.53% of 350,000 active. purified caspase-6, Z-VEID-R110 cleavage fluorescence. AID 686996;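 active = mean inhibition across replicates at least about 35%, with every replicate also reaching that limit, limit read from the data; inconclusive = only one of the two criteria met; inactive = neither criterion met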;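 note: 0% = median of neutral control wells and 100% = no fluorescence left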
Target sequence (P55212 24-179 limits assumed): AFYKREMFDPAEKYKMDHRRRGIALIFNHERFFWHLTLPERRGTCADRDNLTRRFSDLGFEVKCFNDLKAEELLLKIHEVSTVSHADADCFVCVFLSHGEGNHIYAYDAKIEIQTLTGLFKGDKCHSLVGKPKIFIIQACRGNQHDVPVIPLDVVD
Target sequence (P55212 194-293 limits assumed): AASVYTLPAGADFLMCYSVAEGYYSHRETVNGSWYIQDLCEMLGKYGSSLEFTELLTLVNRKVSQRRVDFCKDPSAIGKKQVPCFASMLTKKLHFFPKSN
ERp5 block: ERp5 (human) disulfide isomerase inhibition; ERp5 insulin aggregation, absorbance 650 nm, 90 min; inhibition, % at 9.99 µM; 0.05% of 350,000 active; AID 651711;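 active = mean replicate inhibition above about 25%, with every replicate also reaching it, limit read from the data, passing the limit was not always enough; inconclusive = only one of those two criteria met; inactive = neither criterion met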
esBAF inh: SWI/SNF esBAF complex inhibition. mouse ES cells, Bmi1-luciferase knock-in reporter, 24 h; 100% = twice the neutral-well signal. reporter increase, % at 12.5 µM. 2% of 350,000 active; in the data active = activation above about 40%; inconclusive = no clear call, values can overlap the other calls;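 note: 0% = median of the plate's neutral control wells and 100% = double that signal; a rise in the Bmi1 reporter signal indicates esBAF inhibition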
PglD inh: inhibitors of Campylobacter jejuni PglD acetyltransferase; purified PglD enzyme, DTNB colorimetric CoA detection; inhibition, % at 12.5 µM; 0.098% of 360,000 active; in the data active = inhibition above about 16%, passing the limit was not always enough; inconclusive = no clear call, values can overlap the other calls; note: strong numbers were not always called active
An asterisk follows results filed as active; ? = inconclusive; . = no result given; & = joins results of further samples.

Structure	RAD52 anneal inh	ERp5 block	RAD54 branch	ARNT-TACC3 inh	CASP6 VEID inh	esBAF inh	PglD inh	E-selectin induc
C[C@H]1CCCCO[C@H](CN(C)CC2CCCCC2)[C@@H](C)CN([C@@H](C)CO)C(=O)c2cc(NS(=O)(=O)c3ccc(Cl)cc3)ccc2O1	.	.	4	-2	.	-6	-5	0.1
COc1ccc(C(=O)COc2ccc(C(C)=O)cc2OC)cc1OC	1	5	-4	0	-1	4	6	.
Nc1nonc1-n1nnc(C(=O)N/N=C/c2ccccc2F)c1CN1CCOCC1	-10	10	10	.	1	8	4	0.0
Cc1ccc(F)cc1NC(=O)CCOc1ccccc1	5	3	1	13	7	-4	-2	-0.1
Cc1cc2oc(=O)c(CC(=O)O)c(C)c2c2occ(C(C)(C)C)c12	-8	-12	-1	-8	-3	21	-1	.
COc1ccc(NC(=O)C(CC(=O)O)Cc2ccccc2)cc1 (centres undefined)	.	.	-11	-7	.	5	-11	.
O=C(C[C@@H]1C=C[C@H](NC(=O)CCN2CCCCC2)[C@H](CO)O1)Nc1ccccc1	-6	-4	.	.	1	.	.	-0.5
O=C(N/N=C/c1ccc(-c2ccc([N+](=O)[O-])cc2)o1)c1cccnc1	-26	3	2	.	3	.	-7	.
O=C(CSc1ncn[nH]1)c1ccc(OC(F)F)cc1	-2	6	.	3	4	.	.	4.0
Cc1ccc(CCNC(=O)C2CCN(S(=O)(=O)c3ccc4c(c3)NC(=O)C(C)S4)CC2)cc1 (centres undefined)	-21	-4	-9	6	5	4	-5	1.3
NC[C@H]1O[C@@H](n2ccc(N)nc2=O)[C@H](O)[C@@H]1O	-27	4	-5	.	2	0	-1	0.5
O=[N+]([O-])c1ccccc1Nc1cccc(F)c1	0	2	-2	-5	2	3	-4	0.4
CC1=C(C(=O)N2CCCCCC2)CC(CC(=O)NC2CCCCC2)C(=O)N1Cc1ccc(C(C)(C)C)cc1 (centres undefined)	-4	7	-5	.	4	7	3	0.0
O=C(c1cc(Br)c[nH]1)N1CCSCC1	-7	-1	15	10	-1	5	6	0.0
CC1=CCC2C(=O)N(c3cc(C)on3)C(=O)C2C1 (centres undefined)	.	.	-13	-1	.	-9	6	.
COc1cc2c(cc1OC)C(COc1ccc(C(C)C)cc1)NCC2 (centres undefined)	-81	0	-1	7	-2	-5	-5	.
CCCCCCC(c1c(C)n(C)n(-c2ccccc2)c1=O)c1c(C)n(C)n(-c2ccccc2)c1=O	.	.	-5	0	.	10	4	.
C[C@H](CO)N1C[C@H](C)[C@H](CN(C)C(=O)C2CCOCC2)Oc2ncc(C#Cc3ccccc3F)cc2C1=O	4	-1	1	-1	-1	2	-1	?
CCOC(=O)c1ccc(-n2c(CN3CCN(CCO)CC3)nc3ccc([N+](=O)[O-])cc3c2=O)cc1	-13	0	-4	0	-32	10	2	-0.2
C[C@H](CO)N1C[C@H](C)[C@@H](CN(C)S(=O)(=O)c2ccc(F)cc2)Oc2ncc(Br)cc2C1=O	-2&12	4&-4	-6	2	2&0	1	-2	3.5
COc1ccccc1CNC(=O)C[C@@H]1C[C@@H]2c3cc(NC(=O)CN(C)C)ccc3O[C@@H]2[C@@H](CO)O1	7	-6	?	-3	2	-4	-2	0.0
Cc1noc(C)c1S(=O)(=O)N1CCCN(C(=O)/C=C/c2ccccc2F)CC1	-8	0	-7	-4	1	0	3	.
COC(=O)CSc1nnc(CNC(=O)c2ccccc2OC)n1-c1ccc(OC)cc1	-9	-5	.	-1	-2	.	.	.
O=C(CCc1nnc(CCCCc2ccccc2)o1)NCCc1cccnc1	-18	0	.	-3	0	.	.	.
C[C@@H]1CN([C@@H](C)CO)C(=O)Cc2cc(NS(=O)(=O)c3ccc(Cl)cc3)ccc2O[C@H]1CN(C)C(=O)Nc1ccc(C(F)(F)F)cc1	-9	-3	6	-3	0	-4	0	0.0
O=C(COC(=O)c1ccc(Br)cc1)NC1CCCC1	3	4	2	.	-2	-5	-3	0.0
CC(=O)NCCc1nc2cc(NS(=O)(=O)c3ccc(Cl)cc3)ccc2n1C	-15	-1	-7	-2	-2	1	-5	.
Cc1ccc2[nH]c(=O)c(CN(CCCO)C(C)c3nnnn3Cc3ccco3)cc2c1 (centres undefined)	-16	4	3	-7	8	.	0	-0.2
Cn1c(CC(=O)Nc2ccccc2)nnc1SCC(=O)NC1=NCCS1	-7	4	-6	-6	.	-6	-3	-0.1
Cc1cc(C=O)c(C)n1-c1cccc(C(=O)O)c1	-19	9	.	3	33	.	.	.
O=S(=O)(/N=C(/Nc1ccccn1)c1ccccc1)c1ccc(Cl)cc1	.	.	2	-5	.	6	3	.
CCN(CC)C(=O)[C@H]1C[C@H](CC(=O)NC(C)(C)C)C(=O)N2CCc3c([nH]c4cc(CCC(=O)N(C)C)ccc34)[C@]12C	-17	5	5	-3	0	-3	-4	-0.9
C=CCOc1ccc(CN(C)C(=O)CNC(=O)c2ccc(-c3ccccc3)cc2)cc1	-10	2	-6	3	2	6	0	-0.4
COc1cc(OC)cc(C(C(=O)NC2CCCCC2)N(C(=O)c2ccno2)c2ccccc2)c1 (centres undefined)	.	.	-1	2	.	-4	-4	.
CCOC(=O)Nc1ccc2c(c1)N(C(=O)N1CCN(C)CC1)c1ccccc1S2	.	.	17	4	.	15	0	.
CCN(CCCNC(=O)C1CCCN(S(=O)(=O)c2cnc[nH]2)C1)c1ccccc1 (centres undefined)	-11	-1	-1	-9	1	-1	1	.
CCOC(=O)c1c(C)oc2ccc(OC(=O)COc3c(F)c(F)c(F)c(F)c3F)cc12	-8	5	-1	-1	1	17	-1	-0.1
O=C(O)C1OC1(c1ccccc1Cl)c1ccccc1Cl (centres undefined)	1	-8	.	-6	2	.	.	-0.7
COc1ccccc1CC1(C)C(=O)Nc2ccc(OC(F)(F)F)cc21 (centres undefined)	8	-3	-4	.	1	3	-5	0.1
C[C@@H]1CN([C@@H](C)CO)C(=O)Cc2cc(NS(=O)(=O)c3ccc(Cl)cc3)ccc2O[C@@H]1CN(C)C	-2	6	5	-11	1	-4	-1	.
CCCC#Cc1ccc2c(c1)O[C@@H](CN(C)C(=O)C1CCC1)[C@@H](C)CN([C@@H](C)CO)S2(=O)=O	11	7	7	0	-1	-1	-1	-0.6
C/C(=N\NC(=O)c1ccc(Cn2cc([N+](=O)[O-])cn2)o1)c1cccc(NC(=O)c2cccnc2)c1	11	3	-8	4	-3	.	8	-1.1
CCN1CCN(C(=O)/C(=C/c2cccs2)NC(=O)c2ccc(C)c(C)c2)CC1	-9	6	0	5	-11	.	1	-0.1
Cc1cc(-n2c(C)cc(C(=O)CSc3ncnc4ccccc34)c2C)no1	.	.	3	1	.	-19	-5	.
COc1ccc(C2=CC(=O)C[C@H](c3ccc(OC)c(OC)c3)C2)cn1	-29	-6	-2	6	2	5	-1	.
COc1ccc(NC(=O)N2CCCc3ccccc32)c(OC)c1	-10	-2	-7	3	-3	6	-2	.
COc1cccc(NC(=O)N[C@@H]2C=C[C@@H](CC(=O)N3CCOCC3)O[C@H]2CO)c1	-1	0	1	5	-1	6	-1	0.0
Cc1cc(OC(C)C(=O)NCc2ccccn2)c2c(C)c(Cc3ccccc3)c(=O)oc2c1 (centres undefined)	-14	-2	7	-2	-1	0	-5	.
Cc1cc(C(C)(C)C)c(O)c(C(C)(C)C)c1	-6	5	8	-8	-3	-4	4	0.1
CCS(=O)(=O)Nc1ccc(C2=NN(C(=O)c3ccco3)C(c3cccc(F)c3)C2)cc1 (centres undefined)	-29	3	.	11	-1	4	.	.
Cc1ccc(S(=O)(=O)Cn2nnnc2CN2CCN(C(=O)c3ccco3)CC2)cc1	.	.	-12	-2	.	-3	1	.
CCOc1ccc(CCNC(=O)C2CCC(=O)N2C2CCCCC2)cc1OCC (centres undefined)	-16	-1	-6	5	2	-5	-3	.
COc1ccc(-c2cc3ccccc3oc2=O)cc1NC(=O)c1ccc(Br)o1	.	.	8	-1	.	-7	6	.
Cc1cccc(-c2c3c(=O)n(C)c(=O)n(C)c3cn2CCO)c1	.	.	-2	-5	.	-8	-2	.
CCOC(=O)c1cc(-c2cccc([N+](=O)[O-])c2)on1	-6	-6	-1	-9	2	-1	3	4.9
O=C(O)c1ccc(Cl)c(NCc2ccncc2)c1	-3	-4	-4	-3	1	-3	0	0.0
COc1ccc(C(=O)NC(=S)N2CC(C)OC(C)C2)cc1OC (centres undefined)	1	3	.	-4	3	.	.	.
CN(C(=O)Nc1cccc([N+](=O)[O-])c1)c1ccccc1	-3	1	.	0	0	-1	.	0.3
O=C(c1ccc2c(c1)C(=O)NC2=O)c1ccc2c(c1)C(=O)NC2=O	-12	3	.	.	-2	.	.	0.5
CN(C)c1ncnc2c1ncn2[C@H]1CN(C2CCCC2)C[C@@H](CO)O1	-7	4	1	.	-1	-6	8	0.1

Continued.
Structure	RAD52 anneal inh	ERp5 block	RAD54 branch	ARNT-TACC3 inh	CASP6 VEID inh	esBAF inh	PglD inh	E-selectin induc
COc1ccc(-n2c(SCC(=O)N3CCCCC3)nnc2-c2cccnc2)cc1	.	.	-2	0	.	-5	6	.
O=C(CN1C(=O)NC2(CCCCC2)C1=O)Nc1ccc(N2CCCCC2)cc1	-10	1	-1	12	2	1	-2	-0.1
Cc1nn2c(N3CCCC3)c3c(nc2c1-c1ccccc1)CCC3	-29	-6	3	.	0	.	-1	16
COC(=O)c1ccc2c(=O)n(CCCCCC(=O)NCc3ccccn3)c(=O)[nH]c2c1	.	.	7	-3	.	-2	0	.
CCOC(=O)/C(C#N)=C/c1ccc(OCC(=O)Nc2ccccc2)c(OC)c1	.	.	-5	-5	.	-3	7	.
Cc1noc(C)c1NC(=O)N(C)C[C@H]1Oc2ccc(NC(=O)Nc3ccccc3)cc2C(=O)N([C@H](C)CO)C[C@H]1C	-2	7	4	-1	-1	2	1	.
CC(C)NC(=O)N(C)C[C@@H]1Oc2ccc(NC(=O)CCCN(C)C)cc2C(=O)N([C@@H](C)CO)C[C@H]1C	14	-2	0	-4	-2	-1	0	242*
CSc1ccc(CNC(=O)C2(C)CCCN2C)cc1 (centres undefined)	-21	-1	-11	.	4	-4	0	0.0
COCCCN1C(=O)C(CC(=O)NCc2cccs2)CC(C(=O)N2CCCCCC2)=C1C (centres undefined)	-17	-6	.	.	-1	.	.	-0.2
Cc1ccccc1Nc1nnc(-c2ccc(C(=O)NCCO)cc2)c2ccccc12	-2	-2	8	17	1	-4	-5	.
O=C(Nc1ccc(NC(=O)c2ccccc2Cl)nc1)c1ccco1	-28	4	-1	-6	2	54*	-3	0.5
CCc1ccc(NS(=O)(=O)c2ccc(C)c(C(=O)N3CCOCC3)c2)cc1	-14	0	-7	4	0	.	16	.
Cc1ccc(Nc2ncc3c(n2)CC(C)(C)CC3=O)cc1	1	-4	.	-1	1	.	.	?
C[C@H](CO)N1C[C@H](C)[C@@H](CN(C)C(=O)Nc2ccc3c(c2)OCO3)OCCCC[C@H](C)Oc2ccc(N(C)C)cc2C1=O	6	-3	-1	5	-1	3	12	-0.1
CC(=O)c1c(C)oc2ccc(N(C(C)=O)S(=O)(=O)c3cccc4cccnc34)cc12	-27	-2	.	-2	2	.	.	-0.2
NC(=O)c1c(NC(=O)c2ccccc2)sc2c1CCN(Cc1ccccc1)C2	-448	7	-84	-5	0	25	-5	.
Clc1ccccc1CSc1nnc([C@@H]2CCCN2)o1	3	3	5	0	-5	5	8	1.2
C[C@@H]1CN([C@@H](C)CO)C(=O)c2cc(C#CC3CCCC3)cnc2O[C@@H]1CN(C)C(=O)C1CCC1	-7	1	-1	-18	2	0	0	-0.7
